Screening data deposited in PubChem BioAssay by Fisher Drug Discovery Resource Center.
hcGAS lum = Primary biochemical luminescence assay for human cyclic GMP-AMP synthase inhibitors | recombinant h-cGAS, ATP depletion, Kinase-Glo luminescence | inhibition, % at 12.5 µM | 290,000 compounds, 0.081% hits | AID 1259398, 2018;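 further: 0% = vehicle reaction and 100% = reaction without DNA for no activity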
Target sequence (Q8N884 whole entry, looked up): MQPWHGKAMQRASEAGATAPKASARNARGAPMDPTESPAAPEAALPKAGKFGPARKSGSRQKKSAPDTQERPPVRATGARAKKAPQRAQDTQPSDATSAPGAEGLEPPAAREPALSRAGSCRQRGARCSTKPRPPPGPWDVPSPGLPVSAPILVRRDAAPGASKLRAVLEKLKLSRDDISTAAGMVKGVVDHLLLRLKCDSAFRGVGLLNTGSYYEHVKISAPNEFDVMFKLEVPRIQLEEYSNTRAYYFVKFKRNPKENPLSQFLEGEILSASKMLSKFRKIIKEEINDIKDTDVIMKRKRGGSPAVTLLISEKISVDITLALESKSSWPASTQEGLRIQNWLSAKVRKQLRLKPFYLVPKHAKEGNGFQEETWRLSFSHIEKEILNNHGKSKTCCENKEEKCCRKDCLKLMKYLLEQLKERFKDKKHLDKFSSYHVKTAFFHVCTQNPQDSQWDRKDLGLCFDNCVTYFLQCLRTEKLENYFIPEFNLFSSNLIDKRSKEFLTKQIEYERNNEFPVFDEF
NPYLR7 agonist = agonists of mosquito NPYLR7 receptor, primary screen, cell-based, Aedes aegypti, calcium fluorescence, mosquito biting behavior | Aedes aegypti neuropeptide Y-like receptor 7 (NPYLR7) | HEK293T NPYLR7/Galpha15, GCaMP6s calcium fluorescence | activation, % at 10 µM | 270,000 compounds, 0.15% hits | AID 1259423, 2018; in the data active means activation above about 40%;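 further: 0% = vehicle and 100% = reference agonist at the receptor; some compounds past the cut are filed as inactive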
mcGAS lum = cyclic GMP-AMP synthase inhibitors, mouse, primary biochemical chemiluminescence; 160,000 compounds, 0.15% hits; Q8C6L5; AID 1259399, 2018; inhibition, % at 12.5 µM; recombinant cGAS, Kinase-Glo ATP depletion luminescence;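 further: 0% = negative control wells and 100% = reference inhibitor with no enzyme activity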
Starred values were filed as active, the others as inactive; x = no result given; & = joins results of further samples. Unless noted, no stated cut-off is given here; in the data, active means inhibition above about 40%; inactive means the rest.

SMILES	hcGAS lum	NPYLR7 agonist	mcGAS lum
O=C(CSc1ccccc1F)NNC(=O)c1cccc(S(=O)(=O)N2CCCC2)c1	-6	-2	x
COc1cccc(Cc2nsc(Oc3ccc(CC(=O)NCc4ccc(F)cc4)cc3)n2)c1	-7	12	-5
CCC1=NOC(C(=O)N2CCN(c3ncccc3C)CC2)C1 (stereo not given)	2	-4	x
CCOC(=O)N1CCC(NCC2(N3CCOCC3)CCCCC2)CC1	-2	x	-17
COc1ccc(CN(C)C(=O)c2ccc(CSC)o2)cc1O	-1	0	-5
COc1ccc(C2C3C(=O)N(c4ccccc4OC)C(=O)C3ON2c2ccccc2)cc1 (stereo not given)	-5	-6	-7
Cc1cccc(C(C)C)c1N(CC(=O)N(C)C)CC(=O)N(C)C	-7	6	x
C[C@@H](NC(=O)c1ccc(-n2nc(-c3cccc(Cl)c3)cc2N)cc1)C(C)(C)C	-9	3	-6
CCOC(=O)C1(CCCc2ccccc2)CCN(C(=O)C2CC23CCC3)CC1 (stereo not given)	2&-5	-6&10	-7
CC(C)Oc1cccc(C(=O)C2CCCN(Cc3cccn3-c3ccccn3)C2)c1 (stereo not given)	-7	0	-5
CCCc1cc(C(=O)N2CC=C(c3ccccc3)CC2)n[nH]1	-9	-5	-12
Cc1cc(C(=O)N2CCOCC2)nn1CC(=O)Nc1nc2ccccc2s1	-9	2	x
O=c1c2ccccc2nc(CN2CCOCC2)n1CC(O)c1cccc(Br)c1 (stereo not given)	-9	3	x
CN(C)c1ncccc1CNC(=O)c1ccc(-c2ncn[nH]2)cc1	-10	13	x
CCOCCCn1c(C)cn2c3c(=O)n(Cc4cc(C)ccc4C)c(=O)n(C)c3nc12	-5	8	-8
COc1cccc(CC2CN(C(=O)C3=Cc4ccccc4OC=C3)CCO2)c1 (stereo not given)	-3	7	x
CCc1ccccc1NC(=O)C(=O)N1CCCC(N2CCCC2=O)C1 (stereo not given)	-2	x	-14
C[C@]12CCCC(=O)N1[C@H](CO)[C@@H](c1ccccc1)O2	-1	-2	-4
Cc1ccccc1OCC(=O)N=Nc1c(O)[nH]c2c(C)cc([N+](=O)[O-])cc12	-3	2	-5
CN(C)[C@H]1CCN(c2ccnc(C(=O)NCc3ccco3)c2)C1	-6	7	x
Cc1cccc(CN2CCCC3(CCN(C(=O)CN4C(=O)CNC4=O)C3)C2)c1 (stereo not given)	-3	2	-14
CCC(C)NC(=O)CCN(CCc1ccccc1)C(=O)c1cnccn1 (stereo not given)	-8	x	-5
C=CCNC(=O)NC(=O)COC(=O)c1oc2ccccc2c1C	-9	12	-7
Cc1ccc(C(=O)N(C)Cc2n[nH]c3c2CCC3)cc1NC(=O)C1CC1	-6	3	-16
COc1cccc(C2C(Oc3cccc(C#N)c3)C(=O)N2CC2CCCO2)c1 (stereo not given)	-6	7	x
Later entries:
SMILES	hcGAS lum	NPYLR7 agonist	mcGAS lum
COc1ccc(-c2cc(C(=O)O)n(-c3ccc(C)cc3C)n2)c(OC)c1	-10	11	x
COc1cccc(C(CN2CCN(C(=O)Nc3cccc(C)c3)CC2)OCc2ccc(C#N)cc2)c1 (stereo not given)	-1	-8	1
Clc1ccc2nc(-c3ccncc3)c(Nc3ccc4c(c3)OCO4)n2c1	-7	6	x
COCCOCC(=O)N1CCN(Cc2ccc(-c3noc(COC)n3)cc2)CC1	-8	4	-7
CC(C)CCOc1ccccc1CNC(=O)CNC(=O)c1ccoc1	-6	6	x
O=C(Nc1cccc(C2SCC(=O)N2c2ccccc2F)c1)Nc1ccc(F)cc1F (stereo not given)	-3	-13	-1
Cc1ccccc1C(=O)Nc1cccc(-c2nc3cc(Cl)ccc3o2)c1C	3	-4	1
O=C(Nc1ccc2c(c1)nc1n2CCCCC1)c1ccc(CN2CCOCC2)cc1	-6	7	-8
Cc1nn(C)c(C)c1S(=O)(=O)N1CCCCC1	-10	15	x
CCCS(=O)(=O)Nc1ccc(N(C)C)c(CN(Cc2cccc(F)c2)C(=O)C2CC2)c1	-1	x	-7
CCc1ccc(OCC(=O)N2CCN(S(=O)(=O)c3c(C)noc3C)CC2)cc1	-7	0	-7
CS(=O)(=O)c1cccc(C(=O)N(CCCN2CCOCC2)c2nc3ccccc3s2)c1	-4	-4	-3
COCCn1cc(NC(=O)Nc2cccc(C)c2C)c2ccccc21	-16	14	x
CC(=O)Nc1ccc(Cl)c(C(=O)N2CCN(c3cc(C)ccn3)CC2)c1	-8	-1	x
Cc1cccc(Oc2c(CN(CC(O)CN3CCOCC3)CC3CC3)c(-c3ccccc3)nn2C)c1 (stereo not given)	-8	6	-5
Cc1csc(=NC23CC4CC(CC(C4)C2)C3)o1	-12	x	-5
CC1CCC(NC(=O)OC(C)(C)C)(C(=O)OCCn2cccn2)CC1 (stereo not given)	-4	-1	x
CCN1CCC(NC(=O)CN(C)Cc2ccc(Cl)cc2Cl)CC1	-7	-2	x
CCC1COC(C)CN1C(=O)c1ccc(Oc2ccccc2)cc1 (stereo not given)	-9	8	x
Cc1cc(S(=O)(=O)N(C)C)cc(NCC(=O)NCC23CC4CC(CC(C4)C2)C3)c1C	5	-14	x
COc1cc2c(cc1OC)CN(C1CCCN(Cc3ccoc3)C1)CC2 (stereo not given)	-6	4	x
CCCCN(C)S(=O)(=O)NCCN1CC(C)OC(C)C1 (stereo not given)	-11	4	x
Cc1cc(C)cc(NC(=O)CSc2nc3c(c(=O)[nH]2)CN(CCc2ccccc2)CC3)c1	0	-2	0
COc1ccc(CN2CCCn3cccc3C2c2ccoc2)c(OC)c1OC (stereo not given)	-4	27	-2
CC1=NN(C(=O)c2cccnc2)C(O)(c2ccccc2)C1 (stereo not given)	-5	2	-7

Rewritten in markdown: 2 of the compounds above
| SMILES | hcGAS lum | NPYLR7 agonist | mcGAS lum |
| --- | --- | --- | --- |
| CS(=O)(=O)c1cccc(C(=O)N(CCCN2CCOCC2)c2nc3ccccc3s2)c1 | -4 | -4 | -3 |
| COCCn1cc(NC(=O)Nc2cccc(C)c2C)c2ccccc21 | -16 | 14 | x |

Some of the entries above in a different format.
The line under a structure holds: hcGAS lum | NPYLR7 agonist | mcGAS lum
COc1cc2c(cc1OC)CN(C1CCCN(Cc3ccoc3)C1)CC2 (stereo not given)
 : -6 | 4 | x
CCN1CCC(NC(=O)CN(C)Cc2ccc(Cl)cc2Cl)CC1
 : -7 | -2 | x
Cc1cccc(Oc2c(CN(CC(O)CN3CCOCC3)CC3CC3)c(-c3ccccc3)nn2C)c1 (stereo not given)
 : -8 | 6 | -5

(more compounds)
SMILES	hcGAS lum	NPYLR7 agonist	mcGAS lum
O=C(CN1CCN(c2cccc(Cl)c2)C1=O)N1CCN(Cc2ccccn2)CC1	-1	-2	x
NCc1cc(F)cc(Br)c1	-7	24	x
C=CCc1ccc(OCC(=O)NC2(c3noc(C)n3)CCCCC2)c(OC)c1	-7	7	x
C=CCNC(=S)Nc1ccc(F)cc1F	-1	15	x
CCOC(=O)N1CCN(C(=O)CCc2nnc(CCCc3ccccc3)o2)CC1	-8	3	x
CCOC(=O)C1=C(C)N=c2s/c(=C\c3ccc(C)cc3)c(=O)n2C1c1ccccc1F (stereo not given)	-4	-9	-7
Cc1csc(SCc2cc(=O)c(OC(=O)COc3ccc(Cl)cc3)co2)n1	-8	-2	-6
O=C(CNc1ccc(Br)cc1Cl)NC1CC1	-11	11	x
COc1ccc(N(C)S(=O)(=O)c2ccc(OC)c(N3CCN(C(=O)C(C)Oc4ccccc4)CC3)c2)cc1 (stereo not given)	4	12	-6
C=CCS(=O)(=O)c1ccc(C(C)(C)C)cc1	-2	2	x
CCN1CCN(Cc2cc(C(=O)N(C)Cc3ccco3)no2)CC1	-2	-1	x
CCOc1ccc(-c2nc3cccc(C)n3c2NC2CCCCC2)cc1	-4&1	8&2	-5&0
CCN1CCN(C(c2ccccc2OC)c2c(O)cc(C)n(CC)c2=O)CC1 (stereo not given)	-6	14	x
CCNc1ccnc(-c2ccc3c(c2)CCO3)n1	1	-1	x
CCOC(=O)[C@H]1[C@@H](O)C(=O)N(C)C12CCN(C(=O)Nc1ccc3c(c1)OCO3)CC2	-6	22	-5
O=C(NCc1ccc2c(c1)CCCO2)c1cccc2ccnn12	0	4	-9
Oc1ccc(-c2ccc(I)cc2)cc1	-9	-1	x
NC(=O)c1cc(-c2csc(-c3ccccc3)n2)ccc1O	-8	0	-9
COc1cccc(S(=O)(=O)N2CCC3(CC2)CC(N2CCOCC2)CCO3)c1 (stereo not given)	-9	x	-6
CCOCCCn1c(C)c(C)n2c3c(=O)n(CCCc4ccccc4)c(=O)n(C)c3nc12	-5	4	-7
O=C1[C@H]2C[C@H]2C(=O)N1CCc1c[nH]c2ccccc12	1	-9	x
Cc1ccc(S(=O)(=O)n2ccn(C(=O)CC3CCCC3)c2=O)cc1	-11	14	-8
CCn1c(SCc2ccccn2)nnc1-c1cn(C)nc1OC	-11	9	-8
Cc1ccsc1-c1nc(C(N)=O)c2[nH]c(=O)n(-c3ccccc3F)c2n1	-5	-7	-5
COc1ccc(OC)c2sc(N(Cc3ccccn3)C(=O)C3CCCCC3)nc12	-7	1	-10

Retrieved by compound from above:
SMILES	hcGAS lum	NPYLR7 agonist	mcGAS lum
O=C1[C@H]2C[C@H]2C(=O)N1CCc1c[nH]c2ccccc12	1	-9	x
CCNc1ccnc(-c2ccc3c(c2)CCO3)n1	1	-1	x

(next part)
SMILES	hcGAS lum	NPYLR7 agonist	mcGAS lum
CC(C)CC(NC(=O)c1cccc(F)c1F)C(=O)Nc1ccn[nH]1 (stereo not given)	-6	2	-15
Cc1ccc(NC(=O)c2cccn(OCc3ccc(F)cc3)c2=O)cc1Cl	1	6	-4
Cc1ccc(C)c(-n2c(C)cn3c4c(=O)n(CCCO)c(=O)n(C)c4nc23)c1	-5	4	x
Cc1ccc(C=C(C#N)C(=O)C(C)(C)C)o1	4	-2	x
Cc1ccn2c(NC3CCCCC3)c(-c3ccccc3OC(=O)c3ccc4c(c3)OCO4)nc2c1	-8	8	-6
CCOC(=O)N1CCC(N[C@H]2COC[C@@H]2OCC)CC1	1	x	-3
CCc1nccc(CN(C)CCC(C)N2CCCC2)n1 (stereo not given)	-6	x	-6
CCOC(=O)C1(CCCc2ccccc2)CCN(C(=O)[C@@H]2C[C@H]2c2ccccc2)CC1	-13&-1	8&12	-13&-4
CCOC(=O)CSc1nc2cc(S(=O)(=O)N3CCOCC3)ccc2n1CCCN1CCOCC1	-10	11	-4
CN(C)S(=O)(=O)N1CCCC(CCc2cccc(F)c2)C1 (stereo not given)	-7	12	x
CN(C(=O)NC1CC(=O)N(c2ccc3c(c2)OCCO3)C1)C1CCCCC1 (stereo not given)	-4	-6	-7
Cn1cc(C(=O)N2CCCC2)cc(NC(=O)C23CC4CC(CC(C4)C2)C3)c1=O	-5	-3	-12
COCc1nc(-c2ccc(CN3CCN(C(=O)c4ccc(F)c(OC)c4)CC3)cc2)no1	-2	6	-5
CCCN1CCN(c2nc(C)nc3sc(C)cc23)CC1	0	1	x
CC(=O)OC1=C(C)C(c2ccccc2)N(C(C)=O)C(c2ccccc2)C1C (stereo not given)	-4	-1	x
O=C(c1ccncc1)N(CCN1CCCCC1)CC1CCCN(C2CCCC2)C1 (stereo not given)	-6&-4	2&1	-8&-3
C#CCn1c(=NC(=O)CCCS(=O)(=O)c2ccc(F)cc2)sc2cc3c(cc21)OCO3	4	35	x
COCCOCC(=O)N1CCN(Cc2cc(=O)c(OCc3ccc(SC)cc3)co2)CC1	-10	18	-6
Cc1cc(C)cc(CN2CCC(Cc3ccccc3)CC2)c1	-3	26	-6
CCc1c(C)c(C(=O)N2CCCC2)n(Cc2cccc(F)c2)c1C	3	2	2
COc1ccc(S(=O)(=O)N2CCOCC2)cc1N1CCN(S(=O)(=O)c2cccc(C#N)c2)CC1	-4	4	-7
O=C(c1cnn(-c2ccccc2)c1-c1ccccc1)N1CCOCC1	-3	-5	2
CCCNc1cc(=O)n(-c2ccc(F)cc2)nc1C(=O)OCC	-5	4	x
CCc1csc(C2C(=N)N(CCN(C)C)CC2=O)n1 (stereo not given)	0	x	-2
CC(C)(C)OC(=O)N1CCN(C(=O)COc2ccccc2Cl)CC1	-6	20	-4
CC1(C)OCC(COc2c(F)c(N3CCOCC3)nc(F)c2Cl)O1 (stereo not given)	-6	-4	x

Grouped by structure: the entries above with bromine.
SMILES	hcGAS lum	NPYLR7 agonist	mcGAS lum
O=c1c2ccccc2nc(CN2CCOCC2)n1CC(O)c1cccc(Br)c1 (stereo not given)	-9	3	x
NCc1cc(F)cc(Br)c1	-7	24	x
O=C(CNc1ccc(Br)cc1Cl)NC1CC1	-11	11	x
